TRHR enhancer: allosteric enhancers of human TRH receptor. P34981. TRHR cells, fluo-8 calcium fluorescence, EC20 TRH enhancement. enhancement, % at 2 µM. hit rate 0.66% among 360,000; in the data active = enhancement above about 30%; note: 0% is about no effect
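TRHR-expressing cells loaded with fluo-8 calcium dye were read kinetically (ex 480/em 530) during compound addition, then stimulated with an EC20 of TRH (10 nM final). Enhancement of the Gq-mediated intracellular calcium response was scored.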
D2 antag: D2 dopamine receptor (human) antagonism; HEK293 TREx D2 cells, calcium flux, dopamine EC80; hit rate 2% among 340,000; P14416; AID 485344; inhibition, % at 10 µM; in the data active = inhibition above about 30%; note: 0% is about no effect
Target sequence (P14416 whole entry, looked up): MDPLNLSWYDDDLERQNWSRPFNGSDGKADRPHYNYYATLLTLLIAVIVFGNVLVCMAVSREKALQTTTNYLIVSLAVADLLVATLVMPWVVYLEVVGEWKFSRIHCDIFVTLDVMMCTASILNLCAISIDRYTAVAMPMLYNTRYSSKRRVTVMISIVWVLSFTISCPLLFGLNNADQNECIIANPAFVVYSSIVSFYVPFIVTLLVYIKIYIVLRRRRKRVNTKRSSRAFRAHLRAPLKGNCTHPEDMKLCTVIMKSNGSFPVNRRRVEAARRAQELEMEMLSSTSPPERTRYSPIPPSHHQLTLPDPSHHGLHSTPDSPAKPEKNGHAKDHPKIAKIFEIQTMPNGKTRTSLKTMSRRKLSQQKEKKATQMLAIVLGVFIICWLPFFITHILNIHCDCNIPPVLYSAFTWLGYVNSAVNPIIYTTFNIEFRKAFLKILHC
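In this primary screen, negative modulation is detected by tracking calcium flux after an EC80 dopamine challenge in inducible HEK293 T-REx D2 cells preexposed to test compound for 180 s.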
D1 PAM: potentiators of human D1 dopamine receptor | hit rate 0.036% among 360,000 | HEK293 TREx D1 cells, calcium flux, dopamine EC20 potentiation | potentiation, % at 10 µM | AID 504651 | P21728; in the data active = potentiation above about 30%; note: 0% is about no effect
Target sequence (P21728 whole entry, looked up): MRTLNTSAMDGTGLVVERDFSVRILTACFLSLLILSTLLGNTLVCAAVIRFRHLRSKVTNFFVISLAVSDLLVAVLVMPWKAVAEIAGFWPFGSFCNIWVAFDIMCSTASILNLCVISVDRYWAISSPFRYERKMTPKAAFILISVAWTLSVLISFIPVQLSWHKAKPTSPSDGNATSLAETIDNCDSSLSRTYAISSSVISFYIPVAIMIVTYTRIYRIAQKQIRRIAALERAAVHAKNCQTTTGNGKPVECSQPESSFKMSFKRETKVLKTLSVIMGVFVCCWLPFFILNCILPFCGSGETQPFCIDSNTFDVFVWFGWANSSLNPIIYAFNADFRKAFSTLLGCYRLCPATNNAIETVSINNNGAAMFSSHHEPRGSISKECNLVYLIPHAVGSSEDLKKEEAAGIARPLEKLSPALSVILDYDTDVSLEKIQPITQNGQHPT
D1 agonist: activates the human D1 dopamine receptor; P21728; HEK293 T-REx D1 cells, calcium flux, agonist mode; activation, % at 2 µM; hit rate 1% among 360,000; AID 504660; in the data active = activation above about 30%; note: 0% is about no effect
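Inducible HEK293 T-REx D1 cells, force-coupled to calcium signalling, were plated at 4000 cells/well with tetracycline and held overnight at 30 C. After no-wash calcium dye loading, compound-evoked calcium rise over 180 s flagged agonists.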
RXFP1 antagonist: RXFP1 (human) relaxin receptor antagonism; activity change, negative = inhibition, % at 57.5 µM; Q9HBX9; hit rate 0.59% among 350,000; HEK293-RXFP1, relaxin-stimulated cAMP HTRF, 30 min; hits give low values;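 active = activity change of -60% or lower, but not beyond a set lower limit; inconclusive = change between -60% and -40%, or beyond the set limit; inactive = change above -40%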; note: % is set by controls: 0 for no effect and ±100 for the full control effect
D2 ag: agonists of human D2 dopamine receptor; P14416; AID 485358; HEK293 T-REx D2 cells, calcium flux agonist mode; hit rate 0.53% among 340,000; activation, % at 2 µM;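 active = activation over 3 SD above normal in the single-dose calcium agonist read, cut at about 30% in these data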; note: 0% is about no effect
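In this primary screen, compounds producing a positive calcium signal within 180 s of addition to tetracycline-induced, force-coupled HEK293 Trex D2 cells are flagged; cells are dye-loaded with a no-wash calcium kit beforehand.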
D2 potentiator: positive allosteric modulators of human D2 dopamine receptor | P14416 | potentiation, % at 10 µM | hit rate 0.34% among 340,000 | HEK293 T-REx D2, calcium flux, EC20 dopamine potentiation;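 active = potentiation over 3 SD above the plate norm, cut at about 30% in these data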; note: 0% is about no effect
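Primary screen. Calcium kinetics in induced HEK293 T-REx D2 cells: compound pre-addition 180 s, EC20 dopamine, 180 s more.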
D1 antagonist: antagonists of human D1 dopamine receptor | HEK293 TREx D1 cells, calcium flux, dopamine EC80; hits give low values | activity change, negative = inhibition, % at 10 µM | hit rate 3.2% among 360,000 | P21728; in the data active = activity change below about -30%; note: % is set by controls: 0 for no effect and ±100 for the full control effect
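Compound effects on dopamine-evoked calcium signalling were measured in tetracycline-induced HEK293 Trex D1 cells. Dopamine at EC80 followed a 180 s compound pre-read, and fluorescence was tracked kinetically for 180 s more.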
RXFP1 ag: activates the human relaxin receptor RXFP1. Q9HBX9. HEK293T-RXFP1 cAMP TR-FRET, 30 min; response scale: percent of porcine relaxin response, buffer zero. Potency, µM (doses to about 57.5 µM), inactives show at the top dose activation, usual class: activators. hit rate 0.3% among 370,000; active = well fitted activation curve with a large enough effect; inconclusive = small, poorly fitted or top-dose-only effect; note: potency is the fitted concentration of half-maximal effect; % is set by controls: 0 for no effect and ±100 for the full control effect; nearly all actives have a fitted effect of over 60% in size; many of its hits are not listed in these tables
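HEK293 cells stably expressing RXFP1, treated 30 min at 37C with compounds plus PDE4 inhibitor Ro 20174; cAMP measured by HTRF TR-FRET. Normalized to buffer and 29 nM porcine relaxin; EC50 by Hill fit.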
* marks the source's active call; other numbers are inactive results; ? = inconclusive; nt = not tested or not shown; & = joins results of further samples. The list is partial, so the mix of outcomes need not match the whole.

SMILES	TRHR enhancer	D2 antag	D1 PAM	D1 agonist	RXFP1 antagonist	D2 ag	D2 potentiator	D1 antagonist	RXFP1 ag
Cc1ccc(C(=O)Nc2ccc3[nH]c(=O)c(=O)[nH]c3c2)cc1	-1	nt	-2	2	-15	1.0	-4	2	6.0%
CCOC(=O)CC(NC(=O)Cc1ccc(F)cc1)c1ccccc1Cl (configuration not stated)	-3	6	-4	5	6	-0.6	-2	-1	6.0%
O=C(NN1C(=O)c2ccc3c4c(ccc(c24)C1=O)CC3)c1ccc(Br)cc1	10	-3	-1	1	4	-0.2	-7	3	0.1%
CCc1ccc(NS(=O)(=O)c2ccc3c(c2)CCN3C(=O)CCC(=O)O)cc1	-1	-8	0	3	27	0.2	-18	-7	0.1%
O=S(=O)(c1ccccc1)N1CCCN(S(=O)(=O)c2ccccc2)CC1	-2	3	4	14	1	-0.4	-4	-45*	-2.2%
COc1ccccc1N1CCN(C2CCCN(S(=O)(=O)c3cccc(Cl)c3)C2)CC1 (configuration not stated)	-1	53*	0	3	-4	-0.9	-27	-5	-0.3%
CCOc1ccc(NC(=O)CN(C)C(=O)c2ccc(-c3ccc(C(C)=O)cc3)o2)cc1OCC	5	-16	-14	0	-17	0.1	6	-1	1.6%
CN(CCCNC(=O)C1CCN(S(=O)(=O)N2CCC3(CC2)OCCO3)CC1)Cc1ccccc1	-1	nt	11	0	6	nt	nt	2	-1.3%
CCOC(=O)C1NN=C(C(=O)c2ccccc2)C1c1ccccc1 (configuration not stated)	-3	15	-3	2	2	-1.4	1	-22	-0.9%
CCCN1CCC(=O)N([C@H](CSc2ccc(C)cc2)c2ccccc2)CC1	-2	-10	1	2	nt	0.1	-9	13	1.2%
CSc1nc2ccc(S(N)(=O)=O)cc2s1	1	4	-8	8	22	0.4	2	9	4.1%
CN(CC(=O)Nc1ccc(F)cc1)C(=O)C1CCN(S(=O)(=O)c2ccc3c(c2)OCCO3)CC1	-6	-31	-4	0	10	0.2	3	0	0.6%
Cc1cccc(NC(=O)C2CCN(c3nnc(-n4c(C)ccc4C)s3)CC2)c1C	6	nt	-3	1	-1	1.4	7	1	4.1%
O=C(CN(c1ccccc1)S(=O)(=O)c1ccc(F)cc1)N1CCCCCC1	6	-1	-10	0	8	0.6	-3	-14	0.9%
CCOC(=O)Cn1nc(C)n(-c2c(C)cccc2C)c1=O	1	-11	5	3	-12	-0.1	2	10	1.8%
CN(CCCC1CCCC1)C(=O)CCc1nnc(-c2ccccc2)o1	-6	25	1	1	-5	0.0	-12	2	-0.1%
CCSc1nc(N)c2c(C)c(C)sc2n1	-2	-36	3	0	-4	0.4	-9	-1	2.0%
Cn1nnc(NCc2cc(Br)ccc2OCc2ccccc2F)n1	-12	8	-4	8	4	0.5	-5	-10	0.2%
Cc1ccc(S(=O)(=O)N(CC(=O)N2CCCC2)C2CCCCC2)cc1	-2	-25	-2	0	-5	-1.2	-7	4	0.3%
CC(C)Sc1nc(N2CCOCC2)c2c(c1C#N)CC(C)(C)N(C)C2	-1	-2	2	-1	-10	-0.2	-7	3	0.8%
CCOc1ccc(Br)cc1S(=O)(=O)NC1CCCC1	1	3	-5	0	3	-0.3	-6	8	2.2%
COc1ccc(C(c2c(C)[nH]n(-c3ccccc3)c2=O)c2c(C)[nH]n(-c3ccccc3)c2=O)cc1OC	-8	-8	7	11	?	0.1	-1	22	0.0%
COc1cccc(-c2nnc(NC(=O)c3ccccc3Br)o2)c1	0	-10	3	0	nt	-2.1	3	15	-2.1%
CCC(CC)C(=O)N1CCc2cc(OC)c(OC)cc2C1COc1ccc2c(C)cc(=O)oc2c1 (configuration not stated)	-1	nt	1	0	0	-0.8	0	-2	0.4%
CCOc1ccc(Nc2c(S(=O)(=O)c3ccccc3)cnc3ccc(CC)cc23)cc1	-1	nt	-7	2	-19	0.7	-2	-14	0.1%
Cc1ccc(S(=O)(=O)N2CCCOC2CNC(=O)C(=O)NCCc2c[nH]c3ccccc23)cc1 (configuration not stated)	1	-18	-13	1	-1	8.5	-6	-36*	0.6%
Cc1ccc(S(=O)(=O)N2CCN(C)CC2c2ccccc2)cc1 (configuration not stated)	11	-17	1	2	3	0.3	-7	1	1.7%
S=C(NCc1ccco1)Nc1ccccc1Cl	-4	3	-5	4	-2	0.4	9	-14	0.2%
Cc1cccc(CCNC(=O)CCS(=O)(=O)c2cc3c(cc2Cl)NC(=O)CO3)c1	5&-1	7	-3&-3	2&-2	3	-0.2&1.0	2&1	10&-3	3.7%&2.4%
CN(C)CCCN(C(=O)CCc1ccccc1)c1nc2c(F)cccc2s1	-3	14	-13	35*	-25	3.3	-8	3	-0.2%
Cc1cccc(NC(=O)COC(=O)c2n[nH]c3ccccc23)c1C	0	13	-1	4	-1	-0.2	-5	3	2.5%
O=C(/C=C/NNC(=O)c1ccccc1O)c1ccccc1	2	-10	-14	2	7	0.1	9	-28	-0.2%
CCc1nnc(NC(=O)c2cc(-c3ccco3)nc3ccccc23)s1	12	5	-4	0	-20	0.6	-2	-10	3.9%
O=C(Nc1cccnc1)c1sc(Nc2ccccc2F)nc1-c1ccccc1	0	-4	-4	1	-2	-0.5	25	-16	2.7%
Cc1cccc(NC(=O)CCn2cnnn2)c1	1&-9	-2	0&-3	1&-1	-12	-0.2&-1.0	17&3	-13&0	-2.8%&-0.2%
CCc1c(C)nc2c(-c3ccccc3)c[nH]n2c1=O	5	4	-5	0	-10	-1.3	-14	3	4.7%
Cc1ccc(/C=N/N2C(=S)SC(C)(C)C2N(O)C(=O)Nc2ccc([N+](=O)[O-])cc2)cc1 (configuration not stated)	2	11	-4	2	-5	1.1	12	7	-0.8%
Cc1ccc(CNC(=O)C(=O)NCC(c2cccs2)S(=O)(=O)c2ccccc2)cc1 (configuration not stated)	-1	nt	-1	11	-16	0.4	-7	6	0.4%
O=C(CSCc1ccccc1)NCCc1ccc(F)cc1	-5	-21	12	2	-1	0.3	4	-6	0.7%
OCCN1CCOCCOCCN(CCO)CCN(CCO)CC1	-2	23	-1	6	-9	-0.2	-7	0	0.1%
O=C(NCC1COc2ccccc2O1)c1cn(Cc2ccc(F)cc2)nn1 (configuration not stated)	1	-2	-2	4	5	0.8	-6	-10	0.1%
COc1ccc(C(=O)C2CCCN(S(=O)(=O)c3ccc(C(C)=O)cc3)C2)c(C)c1 (configuration not stated)	-5	1	-9	24	21	0.7	9	-26	1.5%
Cc1ccccc1Oc1ccc(S(=O)(=O)NCCC(=O)O)cc1	12	-7	-3	2	-2	0.2	0	3	0.2%
COc1ccc(OCc2cccc(C(=O)NN)c2)cc1	3	-30	-4	1	-8	-1.7	3	-6	0.0%
COc1cc(C(=O)N2c3ccccc3CC2C)cc(OC)c1OC (configuration not stated)	2	1	4	-3	-12	-0.1	7	-12	0.6%
Cc1cc(NS(=O)(=O)c2ccc(NC(=O)c3ccc(Cl)cc3[N+](=O)[O-])cc2)no1	-6	41*	11	3	3	0.9	-1	1	0.5%
O=C(CCC(=O)N1CCN(C2CCCC2)CC1)Nc1nnc(C(F)(F)F)s1	-6	8	-7	3	-3	0.4	1	-2	-0.5%
CCn1c(CNC(=O)C2CCCCC2)cc2cc(C)ccc21	9	-13	-2	10	13	0.3	3	3	3.2%
COc1ccc(NC(=O)CSc2nc(-c3ccc(F)cc3)[nH]c2-c2ccc(C)cc2)cc1OC	-5	nt	-1	3	-26	2.9	-21	-18	0.4%
C=CCOc1ccc(Br)cc1CNCC	-4	67*	-7	6	-4	62*	-28	6	1.7%

Five compounds out of the list, ordered by formula weight, descending.
SMILES	TRHR enhancer	D2 antag	D1 PAM	D1 agonist	RXFP1 antagonist	D2 ag	D2 potentiator	D1 antagonist	RXFP1 ag
COc1ccc(NC(=O)CSc2nc(-c3ccc(F)cc3)[nH]c2-c2ccc(C)cc2)cc1OC	-5	nt	-1	3	-26	2.9	-21	-18	0.4%
O=C(NCC1COc2ccccc2O1)c1cn(Cc2ccc(F)cc2)nn1 (configuration not stated)	1	-2	-2	4	5	0.8	-6	-10	0.1%
Cc1ccccc1Oc1ccc(S(=O)(=O)NCCC(=O)O)cc1	12	-7	-3	2	-2	0.2	0	3	0.2%
COc1cc(C(=O)N2c3ccccc3CC2C)cc(OC)c1OC (configuration not stated)	2	1	4	-3	-12	-0.1	7	-12	0.6%
C=CCOc1ccc(Br)cc1CNCC	-4	67*	-7	6	-4	62*	-28	6	1.7%

(next part)
SMILES	TRHR enhancer	D2 antag	D1 PAM	D1 agonist	RXFP1 antagonist	D2 ag	D2 potentiator	D1 antagonist	RXFP1 ag
O=C(CSc1nnc(COc2ccc(Cl)cc2)o1)N1CCOCC1	-4	-9	2	7	-2	-0.2	-2	4	0.4%
COc1ccc(Oc2nc3ccccc3nc2C(F)(F)F)cc1	5	-5	-4	2	2	-0.3	-1	37	6.0%
COC(=O)c1cc(CSc2ncnc3sccc23)oc1C	-8	10	1	0	-7	1.1	-4	-2	3.5%
CCOc1ccccc1C(=O)Nc1nnc(SCC(=O)N2CCOCC2)s1	5	-2	4	10	-13	-0.9	-27	0	1.3%
O=C(NC1CC(=O)N(c2cccc(F)c2)C1)C1CCCCC1 (configuration not stated)	3	nt	-1	-4	-12	0.6	6	nt	0.3%
O=C(O/N=C(\c1ccccc1)c1ccncc1)c1ccccc1F	-2	-7	0	2	-3	1.0	3	-14	2.1%
O=C(NCc1ccccn1)Nc1ccc2c(c1)OCO2	-8	-23	-1	4	0	-0.4	-4	-2	0.0%
COc1ccc(S(=O)(=O)N2CCCC2C(=O)Nc2ccc(C)cc2)cc1 (configuration not stated)	9	-2	-6	-3	-8	-1.4	15	-28	-0.8%
CC1=C(C(=O)OCc2ccccc2)C(c2ccco2)n2ncnc2N1 (configuration not stated)	-3	2	1	2	-31	0.8	24	-8	1.8%
O=C(COc1ccccc1)Nc1ccccc1Cl	-2	-19	-2	0	-5	0.3	nt	6	1.9%
CCOc1ccccc1/C=N/NC(=O)Cc1csc(Nc2cccc(C(F)(F)F)c2)n1	-5	1	-2	3	-3	0.1	-1	7	0.4%
Cc1ccc(C)c(CSc2nnc3[nH]c(=O)cc(-c4ccccc4)n23)c1	-4	nt	-2	0	-11	0.3	3	nt	5.7%
CCCOc1ccc(N2C(=O)CC(N3CCN(c4ccccc4F)CC3)C2=O)cc1 (configuration not stated)	1	-13	0	0	-18	-1.0	3	3	1.4%
CN(C)S(=O)(=O)c1cc(C(=O)OCCn2cnc3c2c(=O)n(C)c(=O)n3C)ccc1Cl	-3	-4	0	7	1	3.4	11	3	?
N/C(=N\OC(=O)c1ccccc1[N+](=O)[O-])c1cccnc1	1	-5	-10	2	nt	0.7	-2	-8	-1.2%
Cc1ccc(NC(=O)c2cc(=O)c3ccccc3o2)cc1S(=O)(=O)N1CCCCC1	-2	4	-4	4	-19	-0.7	-4	-11	-0.4%

Screening data deposited in PubChem BioAssay by National Center for Advancing Translational Sciences (NCATS).
